Rab2 wt GTP = modulators of GTP binding to Rab2A wildtype, primary screen, biochemical, dog, bead-based flow cytometry, multiplex. AID 760, 2007. GST-Rab2 wt beads, Bodipy-GTP binding. GTP binding activity, % at 10 µM. 190,000 tested, 0.19% active. Ras-related protein Rab-2A (Canis lupus familiaris), P61105;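 active = GTP binding activity at least 20 points away from 100%, either lowered or raised; inconclusive = signal likely due to the compound's own green fluorescence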;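 also: 0% = beads with excess unlabeled GTP and 100% = no-compound control corrected for plate trend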
HRas wt GTP bind = modulators of GTP binding to HRas wildtype, primary screen, biochemical, bead-based flow cytometry, multiplex. AID 759, 2007. 190,000 tested, 0.14% active. GTP binding activity, % at 10 µM. GTPase HRas (Homo sapiens), P01112. GST-Ras wt beads, Bodipy-FL-GTP binding; actives lie on both sides;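 active = GTP binding activity at least 20% away from the 100% baseline, either lowered as inhibitor or raised as activator; inconclusive = flagged as likely green fluorescent, judged across all proteins in the well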;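 also: 0% = unlabeled GTP competition control and 100% = no-compound control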
Target sequence (P01112 whole entry, looked up): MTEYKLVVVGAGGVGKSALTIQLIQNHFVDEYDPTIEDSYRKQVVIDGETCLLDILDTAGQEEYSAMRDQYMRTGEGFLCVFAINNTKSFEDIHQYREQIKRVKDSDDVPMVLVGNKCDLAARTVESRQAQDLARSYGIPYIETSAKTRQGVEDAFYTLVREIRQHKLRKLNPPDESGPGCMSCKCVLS
Rac1 wt GTP bind = wildtype Rac1 GTP binding modulators, primary screen, biochemical, GST-Rac1 beads, flow cytometry, multiplex. Ras-related C3 botulinum toxin substrate 1 (Homo sapiens), P63000. fluorescent GTP binding; actives lie on both sides; 0 = cold GTP competed, 100 = untreated. GTP binding activity (% of control), % at 10 µM. 190,000 tested, 0.27% active;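 active = GTP binding activity at least 20 points away from the 100% control level, either lower or higher; inconclusive = compound flagged as likely green fluorescent, judged across all proteins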
Mcl1 Noxa PPI = Mcl-1/Noxa binding inhibitors, primary screen, biochemical, TR-FRET, 1536-well; Induced myeloid leukemia cell differentiation protein Mcl-1 (Homo sapiens), Q07820; TR-FRET Mcl-1/Noxa peptide binding, 2 h; inhibition, % at 21.7 µM; 220,000 tested, 1.5% active;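 active = compounds that cut the protein-peptide binding signal by more than 50% relative to plate controls in a single-dose test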;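 also: His-tagged Mcl-1 with rhodamine Noxa BH3 peptide and terbium anti-His antibody; 0% = Mcl-1 plus Noxa peptide wells and 100% = peptide-only wells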
Target sequence (Q07820 whole entry, looked up): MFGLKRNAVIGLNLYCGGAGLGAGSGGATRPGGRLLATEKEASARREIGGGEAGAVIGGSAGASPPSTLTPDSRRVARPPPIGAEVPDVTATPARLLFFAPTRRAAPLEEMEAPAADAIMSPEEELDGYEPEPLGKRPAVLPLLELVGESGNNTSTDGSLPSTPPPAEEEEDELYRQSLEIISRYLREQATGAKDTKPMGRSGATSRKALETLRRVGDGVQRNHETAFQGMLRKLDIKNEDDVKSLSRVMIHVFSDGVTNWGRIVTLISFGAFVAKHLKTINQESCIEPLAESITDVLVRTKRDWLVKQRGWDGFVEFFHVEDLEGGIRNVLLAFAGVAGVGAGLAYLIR
Rac1 mut GTP = GTP binding modulators of activated mutant Rac1, primary screen, biochemical, bead-based flow cytometry, multiplex, fluorescent GTP | Ras-related C3 botulinum toxin substrate 1 (Homo sapiens), P63000 | percent activity (GTP binding), % at 10 µM | AID 764, 2007 | GST-Rac1 activated beads; actives lie on both sides; 100% means binding = to untreated wells | 190,000 tested, 0.11% active;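 active = GTP binding at least 20 percentage points away from the 100% baseline, in either direction, so actives lie on both sides; inconclusive = Compound likely fluorescent itself, or too few beads counted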
Rab7 wt GTP bind = modulators of GTP binding to Rab7, primary screen, biochemical, wildtype, multiplex bead flow cytometry; GTP binding activity (percent of control), % at 10 µM; 190,000 tested, 0.055% active; Rab7 GTPase wild type (dog), Bodipy-FL-GTP binding; GST-Rab7 beads, fluorescent GTP binding; actives lie on both sides; untreated = 100%, excess cold GTP = 0%;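 active = fluorescent GTP binding to Rab7 beads changed by at least 20 points from the 100% baseline, either direction, mostly lower; inconclusive = compound itself probably fluorescent, or too few beads counted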;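 also: median green fluorescence of bound Bodipy-FL-GTP per Rab7 bead population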
Avidin fluor = green autofluorescence of compounds with avidin beads – biophysical, 488/530 nm, flow cytometry, artefact control, profiling panel. compound fluorescence 488/530 nm; hits give high values. fluorescence (KMESF) at 10 µM. 220,000 tested, 0.38% active; in the data active = fluorescence above about 47; also: inactives centre near 10
Pf gametocyte = late stage P. falciparum gametocyte viability inhibitors, primary screen, ATP luminescence, HTS | P. falciparum stage V gametocytes, 24 h | inhibition, % at 10.9 µM | 150,000 tested, 0.065% active | AID 743093, 2013;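 active = inhibition above the mean plus 3 SD of compounds within the control limits, set per campaign, cut at about 38% in these data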;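 also: 0% = DMSO wells and 100% = medium only without gametocytes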
Mcl1 Bid PPI = Mcl-1/Bid binding inhibitors, primary screen, biochemical, TR-FRET, 1536-well; AID 1021, 2008; Induced myeloid leukemia cell differentiation protein Mcl-1 (Homo sapiens), Q07820; 220,000 tested, 0.97% active; TR-FRET Mcl-1/Bid-Dy647 peptide binding; inhibition, % at 21.7 µM;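 active = compounds that cut the binding signal by more than half at the single screening dose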;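 also: His-tagged Mcl-1 with europium anti-His antibody binding Bid BH3 peptide; 0% = Mcl-1 plus peptide wells and 100% = peptide-only wells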
Cdc42 wt = modulators of GTP binding to wildtype Cdc42, primary screen, biochemical, multiplex bead flow cytometry, Bodipy-GTP; GST-Cdc42 beads; actives lie on both sides; 190,000 tested, 0.2% active; Cell division control protein 42 homolog (Homo sapiens), P60953; percent activity (GTP binding), % at 10 µM;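 active = percent activity GTP binding at least 20 points away from the 100% baseline, either down as inhibitor or up as activator; inconclusive = compound flagged as likely green fluorescent from well-wide comparison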;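 also: median bead fluorescence of bound Bodipy-FL-GTP at 100 nM; 0% = excess unlabeled GTP control and 100% = no compound control; below 100% means less GTP binding so inhibitor and above means activator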
Target sequence (P60953 whole entry, looked up): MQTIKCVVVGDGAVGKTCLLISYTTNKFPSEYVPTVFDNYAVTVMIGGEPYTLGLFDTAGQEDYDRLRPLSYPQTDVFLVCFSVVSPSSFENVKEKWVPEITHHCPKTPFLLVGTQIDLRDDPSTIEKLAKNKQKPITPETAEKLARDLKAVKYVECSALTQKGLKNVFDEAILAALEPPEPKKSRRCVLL
GSH bead fluor = compound fluorescence on glutathione beads, profiling panel, artefact control, biophysical, 488/530 nm, flow cytometry; GSH beads flow cytometry, compound fluorescence 488/530 nm; hits give high values; fluorescence (KMESF) at 10 µM; 190,000 tested, 0.25% active; AID 1776, 2009; in the data active = fluorescence above about 89;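 also: glutathione beads carrying GST-tagged Bcl family fusion proteins plus one bare bead set; values are compound well signal with DMSO vehicle wells as background; inactives centre near 16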
Active calls of the source: *; ? = inconclusive; . = no result given.

SMILES	Rab2 wt GTP	HRas wt GTP bind	Rac1 wt GTP bind	Mcl1 Noxa PPI	Rac1 mut GTP	Rab7 wt GTP bind	Avidin fluor	Pf gametocyte	Mcl1 Bid PPI	Cdc42 wt	GSH bead fluor
O=C(O)CCC(=O)N1CCc2cc(S(=O)(=O)NCc3cccs3)ccc21	102	103	100	18	99	105	15	.	-1	103	21
CCOc1ccc(C(C)=O)cc1COc1ccc(-n2cnnn2)cc1	99	101	100	7	98	100	5	.	-25	99	22
CCC1(C)NC(=O)N(/N=C/c2cc(OC)c(O)c(OC)c2)C1=O (centres undefined)	98	97	102	47	97	101	15	.	-48	99	14
COc1ccc(C)cc1NC(=O)C(Sc1nnc(Nc2ccccc2F)s1)c1ccccc1 (centres undefined)	99	98	99	2	97	99	8	8	-4	99	19
Cc1cc(C)cc(NC(=S)NCCc2ccc(S(N)(=O)=O)cc2)c1	97	99	102	-1	98	98	10	8	-37	100	20
O=C(NC(c1ccccc1)c1ccccc1)c1ccc(Br)o1	96	96	97	-19	97	95	4	.	-21	95	4
Cc1onc(-c2ccccc2)c1C(=O)Nc1ccc(-c2nnc3n2CCCCC3)cc1	97	98	95	14	97	97	14	.	-15	100	29
Cc1ccc(C2CC(c3ccc(F)cc3)Nc3nc(N)nn32)cc1 (centres undefined)	104	102	105	29	100	100	8	.	-22	102	20
CSc1n[nH]c(NCc2ccc(C)cc2)n1	103	106	105	-9	101	99	7	2	-17	105	17
C/C(=N/NC(=O)c1cccc(N2CCCC2=O)c1)c1ccncc1	101	104	102	13	98	111	10	-14	-16	104	9
CC1(C)C(C=C(Cl)Cl)C1C(=O)N1CCN(Cc2ccccc2)CC1 (centres undefined)	95	93	94	3	96	98	9	-31	3	99	17
CC(=O)Nc1cccc(NC(=O)CSc2nnc(Cc3cccn3C)n2-c2ccc(F)cc2)c1	99	101	104	8	96	104	12	.	-12	99	23
CC(C)C(=O)Nc1c(C(=O)c2ccc(F)cc2)oc2ccccc12	103	103	107	-22	101	100	4	.	-23	105	11
CC(=O)Nc1ccc(C(=O)CSc2nnnn2C2CCCC2)cc1	97	95	98	4	96	96	10	0	4	99	26
COCCN1CCN(c2cc(-c3ccccc3)nc3cc(-c4cccc(F)c4)nn23)CC1	100	103	107	10	101	100	6	-3	2	102	23
c1ccc2c(-c3nn4nnnc4c4ccccc34)cccc2c1	95	97	101	6	96	102	11	-16	13	97	12
CCCCCn1c(=O)c(Cc2ccccc2)c(O)c2ccccc21	96	97	101	3	96	95	6	.	-18	96	15
COCc1cc(C)nc(OCC(=O)N/N=C/c2ccc(-c3cc([N+](=O)[O-])ccc3C)o2)c1C#N	97	98	95	28	96	99	34	.	-11	99	17
O=C(Nc1ccc(Cl)c(Cl)c1)c1ccc(Cn2cc(Cl)cn2)cc1	95	97	98	16	98	95	7	-14	-10	98	15
CCOc1ccc(/C=C2/C(=N)N3OC(C)=CC3=NC2=O)cc1OC	93	94	89	-8	91	93	12	6	-13	92	9
O=C1OCCC1Sc1nnc(-c2ccc(Br)cc2)o1 (centres undefined)	96	96	94	20	95	98	15	8	-5	98	14
CC(C)Oc1cccc(C(=O)Nc2ccc(NC(=O)c3ccco3)cc2)c1	100	98	104	11	99	99	5	-10	13	98	17
COC(=O)c1ccc2c(=O)n(-c3ccccc3)c(=S)[nH]c2c1	97	96	98	13	95	104	8	-19	-68	97	10
CCC(C)n1c(=N)c(C#N)cc2c(=O)n3ccccc3nc21 (centres undefined)	101	103	101	18	97	99	8	.	-11	100	21
O=C(NCCc1ccccc1)C1CCCN1S(=O)(=O)c1ccccc1 (centres undefined)	97	97	99	0	94	96	9	-17	-6	98	14
CC(C)C(=O)N1CCC(c2nc(-c3ccc(S(=O)(=O)N4CCCC4)cc3)no2)CC1	102	101	109	0	100	100	11	.	0	103	35
Cc1sc2ncnc(SCC(=O)NC(=O)c3cccn3C)c2c1C	96	97	98	8	96	101	14	10	-27	96	17
CC(=O)c1cc(-c2ccccc2)n(CC(=O)N2CCN(C3CCCC3)CC2)c1C	95	95	95	-15	94	93	12	13	-32	96	24
CCN(CC)c1ccc(NC(=O)COc2ccc(N(C)S(=O)(=O)c3cccs3)cc2)cc1	96	97	103	65*	98	99	9	-22	-18	95	15
CC(C)=CCC(C)(C)CNC(=O)NC1CCCCC1	101	102	103	-8	99	101	4	4	-46	103	26
N#Cc1ccccc1Sc1ccccc1C(=O)OCC(=O)N1CCN(C(=O)c2ccco2)CC1	102	105	106	3	102	102	10	.	6	102	47
CC(C)[C@@H]1NC(=O)c2cc([N+](=O)[O-])cc(I)c2NCCCC[C@@H](C(=O)NC(CC(=O)O)C(N)=O)NC(=O)[C@H](CO)NC1=O (some centres undefined)	98	95	98	28	95	92	10	.	6	100	19
COc1ccccc1Nc1nc2nonc2[nH]c1=O	98	98	101	21	96	100	10	8	-15	96	32
N/C(=N\OC(=O)COc1ccc(Cl)cc1Br)c1cccnc1	99	98	101	-9	99	98	11	.	-31	98	21
Cn1ccnc1C(O)c1ccccc1 (centres undefined)	101	101	102	-3	96	107	6	-2	-9	96	19
O=c1oc2ccc(Br)cc2cc1-c1nc2ccccc2o1	97	100	99	-8	98	96	17	14	-16	101	4
CCCCOc1ccc(/C=C/C(=O)OCC(=O)NC(=O)NCC(C)C)cc1OCC	100	100	105	14	100	103	11	.	-9	107	10
C/C(=N\N1CCN(c2ccc(Cl)cc2)CC1)c1cccs1	101	103	102	9	101	101	4	.	-2	102	6
Cc1nc([N+](=O)[O-])cn1CC(=O)Nc1ccc2c(c1)OCO2	95	96	97	2	96	94	12	0	-10	94	12
COc1ccc(NC(=S)NCC2CCCO2)c(C)c1 (centres undefined)	96	100	105	4	100	100	5	-15	-92	101	6
O=C(/C=C/c1ccccc1)NCCSCc1ccccc1	98	99	99	4	101	98	5	19	-20	95	13
O=C1C(=O)N(CCN2CCOCC2)C(c2ccncc2)/C1=C(/O)c1ccc2c(c1)OCO2 (centres undefined)	100	99	106	6	99	98	43	-3	-15	101	23
Cn1c(/C=N/n2cnnc2)nc2ccccc21	103	104	105	11	102	104	4	.	2	105	16
CC1=C(CC/C(C)=N/NC(N)=S)C(C)(C)CCC1	98	100	96	9	92	101	7	.	-13	89	18
CCCN1CCN(c2ccc([N+](=O)[O-])cc2C#N)CC1	100	100	96	12	96	104	9	-29	-22	99	15
COc1ccc(NC(=O)c2cc(-c3ccccc3)oc2C)cc1	?	?	?	18	?	?	13	-7	-19	?	7
COC(=O)/C=C1/S/C(=N/N=C/c2ccc(N(C)C)cc2)NC1=O	97	96	97	24	97	100	22	.	-26	99	12
Cc1ccc(Nc2c(-c3ccccn3)nc3cc(C)ccn23)cc1	96	99	100	-32	96	95	14	13	-91	97	14
CCN1CCN(CC(=O)Nc2cc(F)ccc2C)CC1	99	100	99	1	98	98	5	.	-1	100	42
CCCCN(CC)CCNC(=O)CCNC(=O)Cn1ccc2ccccc2c1=O	98	98	96	18	96	104	11	2	-14	96	15
CCCCNC(=O)NS(=O)(=O)c1ccc(C(=O)OC(C)C)o1	96	100	98	-6	97	97	21	.	-14	97	56
O=C(COc1ccc2ccccc2c1)NCCNC(=O)COc1ccc2ccccc2c1	100	103	111	-10	99	99	7	0	-21	104	37
CCOC(=O)/C(C#N)=C/c1cc(C)n(-c2ccccc2)c1C	98	98	103	-6	99	97	9	.	-29	98	31
CCCOc1ccc(/C(O)=C2/C(=O)C(=O)N(CCN(C)C)C2c2ccc(OC)c(OC)c2)cc1 (centres undefined)	97	98	99	23	97	94	22	-23	-32	95	16
Cc1ccc(S(=O)(=O)N2CCCCC2)cc1NC(=O)Nc1ccc(Cl)cc1Cl	93	92	93	5	94	93	8	-14	-25	94	8
CC(=O)c1ccc(N2CCC(C(=O)O)CC2)cc1	102	99	103	-8	96	100	13	0	-6	102	10
CC(C)CNS(=O)(=O)c1ccc(CCC(=O)Nc2ccc3c(c2)OCO3)cc1	102	102	101	7	96	102	9	3	-22	102	19
COc1ccc(C)cc1S(=O)(=O)N(C)CC(=O)N1CCCCCC1	103	104	104	1	101	101	17	.	-2	102	21
CN(Cc1cnccn1)Cc1c(C(=O)N2CCc3ccccc3C2)nc2ccc(Cl)cn12	95	95	97	-12	96	92	8	5	14	96	8
Cc1ccc(Cn2ccc(NC(=O)c3cc(-c4ccc(Br)cc4)on3)n2)cc1	101	102	103	-8	101	102	7	14	-53	102	18
Remaining list, next part.
SMILES	Rab2 wt GTP	HRas wt GTP bind	Rac1 wt GTP bind	Mcl1 Noxa PPI	Rac1 mut GTP	Rab7 wt GTP bind	Avidin fluor	Pf gametocyte	Mcl1 Bid PPI	Cdc42 wt	GSH bead fluor
CN1CSC2=C(C#N)C(c3cccc(OCc4ccccc4)c3)CC(=O)N2C1 (centres undefined)	102	101	104	11	99	104	3	.	4	100	17
CC(C)(C)c1ccc(OCCNC(=S)Nc2ccccc2)cc1	96	100	99	8	94	103	9	.	-56	97	21
CCOC(=O)CN1C(=O)S/C(=C/c2ccc(OC)c([N+](=O)[O-])c2)C1=O	98	99	102	13	99	101	8	3	-5	99	10
COc1ccc(C(=O)N(CN2CCCC2=O)c2ccc(C)cc2)cc1	101	99	104	12	98	102	10	-1	-29	103	14
COCCCNC(=S)NC(=O)c1ccc([N+](=O)[O-])cc1	103	101	104	-28	100	98	2	4	-17	101	6
CCOC(=O)c1[nH]cnc1C(=O)Nc1ccc(F)cc1	96	96	100	16	95	99	12	-21	-21	95	12
O=C(/C=C/c1ccc(F)cc1)Nc1cccc(S(=O)(=O)Nc2cccc(C(F)(F)F)c2)c1	93	95	99	10	94	97	13	-30	-22	96	8

Screens from PubChem BioAssay.
